# Bioassay records: PubChem BioAssay, NCI
# Growth percent in the NCI-60 one-dose screen (48 h, 10 µM unless noted): 100 = growth as untreated, 0 = no growth, -100 = all killed.
# SW-620 – SW-620 colon cancer; AID 1794795; 82,000 compounds, 5.2% hits
# NCI-H322M – NCI-H322M lung cancer | 80,000 compounds, 2.7% hits
# NCI-H23 – NCI-H23 lung cancer; 80,000 compounds, 4% hits; AID 1794731
# NCI-H522 – NCI-H522 lung cancer. 78,000 compounds, 8% hits. AID 1794739
# NCI-H460 – NCI-H460 lung cancer; 82,000 compounds, 6.8% hits
# HT29 – HT29 colon cancer; 81,000 compounds, 7.4% hits
# NCI-H226 – NCI-H226 lung cancer | 79,000 compounds, 3.5% hits | AID 1794732
# HCT-15 – HCT-15 colon cancer | 82,000 compounds, 5.2% hits
# COLO 205 – COLO 205 colon cancer. 79,000 compounds, 7.3% hits
# Active calls of the source: *; . = no result given; & = joins results of further samples; [ ] = remark or other dose. Rule for the calls: active = growth percent below 10; inactive = the rest. Rows are unselected; about 12% have a hit in one of these screens.
# Preview (18 entries):
SMILES,SW-620,NCI-H322M,NCI-H23,NCI-H522,NCI-H460,HT29,NCI-H226,HCT-15,COLO 205
CCN1C(=O)/C(=C/N2N=C(c3ccc(Cl)cc3)CC2c2ccc(OC)cc2)SC1=S (stereo unspecified),98,89,98,70,100,80,93,88,100
COc1ccc(-c2cc(-c3nc4ccc(C(F)(F)F)cc4[nH]3)[nH]n2)cc1,95,91,98,78,94,88,94,87,100
c1ccc(-c2nc(N3CCOCC3)nc3ccccc23)cc1,99,92,85,87,95,99,105,89,118
CC(C)CSc1nc(NCCO)c(C#N)c(-c2ccc(F)cc2)n1,105,82,89,53,.,91,94,87,98
CCc1ccc(N2CCC(=O)NC2=S)cc1,95,101,98,91,99,114,89,105,110
CCN(CC)c1ccc2cc(C3C(C#N)=C(c4cccs4)OC(NC)=C3[N+](=O)[O-])c(=O)oc2c1 (stereo unspecified),106,96,98,85,103,106,90,95,110
CN(C)/C=C1\CC(C(=O)NCc2ccc(Cl)cc2Cl)NC1=O (stereo unspecified),107,95,103,84,103,95,96,102,106
O=C(O)/C=C(\c1nc2ccccc2[nH]1)c1cc(Cl)ccc1O,103,100,87,99,99,105,88,104,107
Cc1cc(-c2ccc(N=Nc3c(C)nn(-c4ccc(S(=O)(=O)O)cc4)c3O)c(C)c2)ccc1N=Nc1ccc(O)c(C(=O)O)c1,99,107,99,88,109,115,82,98,94
COc1ccc(CN2CCc3c([nH]c(=O)[nH]c3=O)C2)c(OC)c1,100[100 µM],99[100 µM],111[100 µM],94[100 µM],102[100 µM],106[100 µM],89[100 µM],100[100 µM],118[100 µM]
COc1cccc(/C(N)=N/C(N)=N/c2nc3ccccc3s2)c1,95,91,79,94,86,109,85,89,105
CN(NC(=O)C(=O)NCc1ccco1)C(=O)Nc1ccccc1,110,95,106,98,105,114,102,98,109
FC(F)(F)c1cccc(Nc2ccccc2)c1,101,109,94,99,104,105,98,99,105
Oc1c(Cl)cccc1C1CCCCC1,99,94,93,87,107,102,96,101,113
CSc1ncc(CO)c(N)n1,110,104,99,111,109,112,100,114,112
Fc1ccc(/C=C/c2cc(/C=C/c3ccc(F)cc3)n(-c3ccccc3)n2)cc1,107,82,99,56,103,78,107,95,100
Nc1ccnc(N)n1,100,.,98,77,103,93,104,100,101
CCc1ccc(NC(=O)N[C@@H](Cc2cccc(C)c2)C(=O)N[C@@H]2C(=O)N3CCC[C@H]3C(=O)N3CCCC[C@H]3C(=O)N[C@@H](CO)C(=O)N3C[C@H](C)C[C@H]3C(=O)O[C@H]2C)c(F)c1,35,50,34,21,12,34,-4.7*,15,-36*

# All compounds of this part, from the start:
SMILES,SW-620,NCI-H322M,NCI-H23,NCI-H522,NCI-H460,HT29,NCI-H226,HCT-15,COLO 205
CCN1C(=O)/C(=C/N2N=C(c3ccc(Cl)cc3)CC2c2ccc(OC)cc2)SC1=S (stereo unspecified),98,89,98,70,100,80,93,88,100
COc1ccc(-c2cc(-c3nc4ccc(C(F)(F)F)cc4[nH]3)[nH]n2)cc1,95,91,98,78,94,88,94,87,100
c1ccc(-c2nc(N3CCOCC3)nc3ccccc23)cc1,99,92,85,87,95,99,105,89,118
CC(C)CSc1nc(NCCO)c(C#N)c(-c2ccc(F)cc2)n1,105,82,89,53,.,91,94,87,98
CCc1ccc(N2CCC(=O)NC2=S)cc1,95,101,98,91,99,114,89,105,110
CCN(CC)c1ccc2cc(C3C(C#N)=C(c4cccs4)OC(NC)=C3[N+](=O)[O-])c(=O)oc2c1 (stereo unspecified),106,96,98,85,103,106,90,95,110
CN(C)/C=C1\CC(C(=O)NCc2ccc(Cl)cc2Cl)NC1=O (stereo unspecified),107,95,103,84,103,95,96,102,106
O=C(O)/C=C(\c1nc2ccccc2[nH]1)c1cc(Cl)ccc1O,103,100,87,99,99,105,88,104,107
Cc1cc(-c2ccc(N=Nc3c(C)nn(-c4ccc(S(=O)(=O)O)cc4)c3O)c(C)c2)ccc1N=Nc1ccc(O)c(C(=O)O)c1,99,107,99,88,109,115,82,98,94
COc1ccc(CN2CCc3c([nH]c(=O)[nH]c3=O)C2)c(OC)c1,100[100 µM],99[100 µM],111[100 µM],94[100 µM],102[100 µM],106[100 µM],89[100 µM],100[100 µM],118[100 µM]
COc1cccc(/C(N)=N/C(N)=N/c2nc3ccccc3s2)c1,95,91,79,94,86,109,85,89,105
CN(NC(=O)C(=O)NCc1ccco1)C(=O)Nc1ccccc1,110,95,106,98,105,114,102,98,109
FC(F)(F)c1cccc(Nc2ccccc2)c1,101,109,94,99,104,105,98,99,105
Oc1c(Cl)cccc1C1CCCCC1,99,94,93,87,107,102,96,101,113
CSc1ncc(CO)c(N)n1,110,104,99,111,109,112,100,114,112
Fc1ccc(/C=C/c2cc(/C=C/c3ccc(F)cc3)n(-c3ccccc3)n2)cc1,107,82,99,56,103,78,107,95,100
Nc1ccnc(N)n1,100,.,98,77,103,93,104,100,101
CCc1ccc(NC(=O)N[C@@H](Cc2cccc(C)c2)C(=O)N[C@@H]2C(=O)N3CCC[C@H]3C(=O)N3CCCC[C@H]3C(=O)N[C@@H](CO)C(=O)N3C[C@H](C)C[C@H]3C(=O)O[C@H]2C)c(F)c1,35,50,34,21,12,34,-4.7*,15,-36*
O=Cc1nc2ccccc2c(/C=C/c2ccc(Cl)cc2)c1C(=O)c1ccccc1,105,96,99,93,107,98,101,99,102
O=C(CSc1nnc(-c2ccc(Cl)cc2)n1-c1ccccc1)Nc1ccc(F)cc1,82,80,82,72,41,87,96,95,97
COc1cccc(NC(N)=O)c1,114,85,91,86,106,100,97,104,111
O=C(C1CN(c2cccc(Cl)c2)N(c2cccc(Cl)c2)C1=O)N1CCCCC1 (stereo unspecified),96,73,69,89,99,69,69,84,90
CCOC(=O)c1c2c(c(C)n1Cc1ccccc1)-c1[nH]ncc1CC2,113,104,88,103,102,104,99,90,.
CCN(CCO)C(C(=O)c1ccccc1)c1ccccc1 (stereo unspecified),108,104,90,87,109,101,92,102,105

# Just COLO 205, NCI-H23 and HT29, for 3 of the compounds above:
mol | COLO 205 | NCI-H23 | HT29
CCOC(=O)c1c2c(c(C)n1Cc1ccccc1)-c1[nH]ncc1CC2 | . | 88 | 104
FC(F)(F)c1cccc(Nc2ccccc2)c1 | 105 | 94 | 105
O=C(CSc1nnc(-c2ccc(Cl)cc2)n1-c1ccccc1)Nc1ccc(F)cc1 | 97 | 82 | 87

# New compounds follow.
SMILES,SW-620,NCI-H322M,NCI-H23,NCI-H522,NCI-H460,HT29,NCI-H226,HCT-15,COLO 205
Cc1ccc(NC(=O)CC2Sc3ccccc3NC2=O)cc1C (stereo unspecified),110,102,91,75,105,89,78,103,100
Cc1cc(C(=O)Nc2ccc(SC#N)cc2)c(C)o1,104,96,90,50,82,106,78,82,106
Nc1ncnc2sc(-c3ccc(Cl)nc3)c(-c3ccccc3)c12,103,96,100,104,95,76,90,92,99
CCCCC[C@H]1C/C=C2/C(=O)C(Cl)=C[C@@H]2C/C=C\CCCC(=O)O1,-49*,-74*,-35*,-73*,-17*,-23*,-33*,-62*,-63*
COc1ccccc1NC(=O)/C(=C/C1CC(=O)NC1=S)C(C)=O (stereo unspecified),101,101,91,80,98,97,98,104,100
O=C(/C=C/c1ccc2c(c1)OCO2)c1ccc(Oc2ncnc3ccccc23)cc1,108,96,92,59,104,97,90,91,117
O=c1c2cc(F)cc(F)c2sc2c(NCCCNCCO)nc3ccccc3c12,82,91,94,91,88,88,98,95,91
CCCCCN1C=C/C(=C\C(=O)N(C)c2cccc(Br)c2)c2ccccc21,105,116,105,96,119,102,101,103,119
CCOc1ccc(-c2nnc(-c3cc(OC)c(OC)c(OC)c3)n2-c2ccc(OC)cc2)cc1,82,117,86,43,80,71,104,98,92
CCOC(=O)C1=C(CCl)NC(=O)NC1c1ccc2c(c1)OCO2 (stereo unspecified),27,88,48,-42*,77,6.9*,89,3.5*,76
CCOC(=O)N/N=C/c1ccc([N+](=O)[O-])o1,107,101,102,92,106,107,97,108,111
COc1ccc(-c2cc(-c3ccc(Cl)cc3)c(C#N)c(=O)n2CCCCCC(=O)Nc2ccccc2N)cc1,42,61,63,34,27,15,73,23,10
CN(C)S(=O)(=O)n1cnc([C@@H]2c3c(ncn3S(=O)(=O)N(C)C)C[C@H]3Cn4c(=O)n(-c5ccccc5)c(=O)n4C[C@H]32)c1,104,105,94,97,109,101,101,104,107
O=C1OC(c2c[nH]c3ccccc23)=C(Cl)C1Cl (stereo unspecified),107,100,101,100,114,111,95,103,115
CC1=NN(c2ccccc2C)C(=O)C1,98,105,108,71,111,119,115,111,125
O=[N+]([O-])c1ccc(/C=C2/c3ccccc3-c3ccc([N+](=O)[O-])cc32)cc1,102,99,96,99,102,100,94,100,97
C=CCN(CC=C)CCN1C(=O)c2c(c3c4ccccc4n(C4CC(O)C(O)C(C)O4)c3c3[nH]c4ccccc4c23)C1=O (stereo unspecified),59,82,80,59,64,79,76,83,62
Nc1ncc(Sc2nc3ccc(Cl)cc3c(=O)n2Cc2ccccc2)s1,102,98,97,84,100,105,83,104,115
NS(=O)(=O)c1ccc(CCNc2nc3c(-c4cccc(F)c4)nnn3c3ccccc23)cc1,87,96,99,83,93,95,91,101,87
NCCCCCCCCC(=O)O,88,86,97,90,.,102,98,101,97
CNC(=O)c1cc(N2CCc3c2ccc(NC(=O)Nc2cc(C(F)(F)F)cc(C(F)(F)F)c2)c3F)ccn1,108,111,107,96,103,102,97,102,111
COc1cccc(NC(=O)Nc2ccc(-c3ccc(OC)c(OC)c3)nc2C)c1,102,95,91,53,102,76,94,91,120
COc1cc(N2C(=O)CC(c3ccc4c(c3)OCO4)C3C2=NC(=O)N3C)cc(OC)c1OC (stereo unspecified),108,110,108,97,110,109,.,104,115
CCOC(=O)C(Br)c1cccc(OC)c1 (stereo unspecified),105,100,97,89,108,98,120,102,113
CCN(c1ccccc1)S(=O)(=O)c1ccccc1N,110,99,102,98,108,103,102,107,131
COc1ccc(-n2nnc3c4nc(-c5ccccc5)oc(=O)c4c(C)nc32)cc1,104,103,112,99,106,106,97,106,109
Cc1cc(=O)oc2cc(OCCOc3ccc(/C=C/C(=O)Nc4ccccc4)cc3)ccc12,99,93,87,96,99,103,98,94,118
O=c1[nH]c2ccccc2c(O)c1N=Nc1ccc(N=Nc2ccc(S(=O)(=O)O)cc2)cc1,95,99,95,92,.,104,99,95,107
CC(=NCCN)c1nc2ccccc2n1CCBr,107,97,97,100,108,.,93,97,101
CCOC(=O)c1cc2cc(C)ccc2[nH]1,108,105,97,94,100,97,78,91,113
COc1ccc(C(=O)/C=C/c2ccc3c(c2)OCO3)cc1S(=O)(=O)Nc1cccnc1,74,80,93,94,101,105,93,56,106
Oc1c(I)cc(I)c2cccnc12,85&104,70&88,60&92,42&88,19&91,101&98,76&81,46&93,100
O=C1Nc2ccc(Cl)cc2/C1=C/C(=O)c1cc2ccccc2oc1=O,93,96,94,71,121,109,88,79,100
COc1ccc2cc(-c3ccnc4c(N=Nc5ccccc5)c(-c5ccccc5)nn34)ccc2c1,106,84,92,75,100,87,97,81,102
O=C(Nc1ccccc1)OCC1COC(c2ccccc2)(c2ccccc2)O1 (stereo unspecified),102,106,100,90,106,98,93,96,111
COc1ccc(/C=c2\c(=O)n(-c3ccccc3)c3nn4c(n23)=NNC(=O)C=C4c2ccc(Cl)cc2)cc1,102,98,109,102,101,116,105,105,117
COC(=O)CCCCN=Cc1c(O)c(O)c(C(C)C)c2cc(C)c(-c3c(C)cc4c(C(C)C)c(O)c(O)c(C=NCCCCC(=O)OC)c4c3O)c(O)c12,17,25,16,-0.2*,5.0*,4.6*,41,11,10
CC[C@@H](C)[C@H](NC(=O)Cn1cc(CNC(=O)[C@@H](NC(=O)OCc2ccccc2)C(C)C)nn1)C(=O)OC,107,100,104,95,110,.,.,111,121
COc1cc2nc(-c3ccsc3)cc(OCCCN3CCC(O)CC3)c2cc1OC,52,64,70,60,30,50,71,50,67
CCN1C(=O)N(CC)C2C1NN=c1s/c(=C3\C(=O)N(CCC(C)C)c4ccccc43)c(=O)n12 (stereo unspecified),32,52,31,1.9*,5.6*,4.2*,56,15,12
O=C(Nc1ccc(Cl)c(Cl)c1)Nc1ccc2[nH]ccc2c1,103,108,96,93,102,99,108,86,112
COC(=O)[C@@H]1C(=O)[C@H](C)CC2[C@@]3(C)CC[C@H](O)C(C)(C)C3CC[C@]21C (stereo partly specified),101,102,97,93,105,107,92,106,103
O=C(Nc1nc2ccc(Cl)cc2s1)c1ccc(Cl)cc1Cl,111,105,99,99,100,94,102,100,115
Cc1cn(C)cn1,108,116,98,89,106,99,108,99,125
